Screening results: PubChem BioAssay, Sanford-Burnham Center for Chemical Genomics
SENP8 inh – SENP8 protease inhibition; Q96LD8; purified SENP8, Z-RLRGG-aminoluciferin cleavage, luminescence; AID 2540; inhibition, % at 10 µM; 330,000 compounds, 1.2% hits
Target sequence (Q96LD8 whole entry, looked up): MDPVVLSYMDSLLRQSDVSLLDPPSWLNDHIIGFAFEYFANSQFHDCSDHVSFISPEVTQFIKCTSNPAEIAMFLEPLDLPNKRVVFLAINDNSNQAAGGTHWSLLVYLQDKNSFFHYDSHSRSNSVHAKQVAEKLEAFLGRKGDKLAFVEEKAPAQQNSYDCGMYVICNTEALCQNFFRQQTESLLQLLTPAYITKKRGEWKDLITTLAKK
Jurkat NFkB inh – inhibitors of the PMA/ionomycin-induced NF-kB reporter in Jurkat cells | PMA/ionomycin-induced NF-kB luciferase reporter, luminescence | inhibition, % at 4 µM | 330,000 compounds, 0.53% hits
Apaf-1 inh – blocks human Apaf-1 apoptosome activity; O14727; reconstituted apoptosome caspase-3 activity, DEVD-Rh110 fluorescence; inhibition, % at 20 µM; 330,000 compounds, 0.71% hits; AID 489030; active = inhibition of at least 40% at 20 µM;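 note: plate controls were DMSO wells for no effect and DEVD-CHO caspase inhibitor wells for full effect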
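Material: biochemical Apaf-1 apoptosome reconstitution. Medium: Hepes buffer, pH 7.5. Also added: cytochrome c activation, bis-DEVD rhodamine 110 substrate. Timing: 30 min compound preincubation, 50 min activation, room temperature. Measured by: rhodamine 110 fluorescence at Ex 480/Em 540 nm.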
EBI2 antag – blocks human EBI2 receptor beta-arrestin signaling. P32249. EBI2 beta-arrestin recruitment, luminescence, 7a,25-OHC stimulated. inhibition, % at 5 µM. 360,000 compounds, 0.81% hits. AID 651636; in the data active = inhibition above about 38%;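 note: enzyme fragment complementation signal reports receptor beta-arrestin coupling in cells; 0% = agonist plus DMSO wells and 100% = wells without agonist; some results beyond the cut were filed as inactive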
UBC13 polyUb – inhibitors of human UBC13 polyubiquitin chain formation; P61088; AID 485273; TR-FRET; inhibition, % at 20 µM; 330,000 compounds, 0.47% hits; in the data active = inhibition above about 45%, passing the limit was not always enough; inconclusive = no clear call, values can overlap the other calls
Target sequence (P61088 whole entry, looked up): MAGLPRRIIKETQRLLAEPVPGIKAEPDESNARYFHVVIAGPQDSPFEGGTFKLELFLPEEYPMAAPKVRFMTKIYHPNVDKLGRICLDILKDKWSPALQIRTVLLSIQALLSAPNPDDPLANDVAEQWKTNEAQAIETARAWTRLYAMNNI
CCR6 antag – CCR6 (human) receptor antagonism | inhibition, % at 20 µM | CHO-K1 CCR6 PathHunter beta-arrestin, luminescence, CCL20-stimulated | P51684 | 340,000 compounds, 0.49% hits | AID 493098;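 active = compounds whose inhibition of the agonist-driven luminescence signal at 20 µM reaches about 50%, limit read from the data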;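 note: cells stimulated with CCL20 at 14 nM final; plate controls were DMSO with CCL20 for no effect and DMSO without agonist for full effect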
Target sequence (P51684 whole entry, looked up): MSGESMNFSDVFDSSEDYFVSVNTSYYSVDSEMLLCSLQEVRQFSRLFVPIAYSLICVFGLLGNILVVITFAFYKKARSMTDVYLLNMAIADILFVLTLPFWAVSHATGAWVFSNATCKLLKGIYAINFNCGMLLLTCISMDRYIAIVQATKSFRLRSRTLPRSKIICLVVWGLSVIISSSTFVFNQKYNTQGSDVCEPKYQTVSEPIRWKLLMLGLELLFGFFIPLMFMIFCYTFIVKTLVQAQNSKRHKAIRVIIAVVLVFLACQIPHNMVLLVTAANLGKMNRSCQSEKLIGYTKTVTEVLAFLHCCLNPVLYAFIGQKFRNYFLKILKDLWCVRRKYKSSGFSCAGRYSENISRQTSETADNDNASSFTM
697 NFkB inh – inhibitors of the PMA/ionomycin-induced NF-kB reporter in 697 B cells; AID 435022; 330,000 compounds, 0.33% hits; inhibition, % at 4 µM; 697 B-cell NF-kB luciferase reporter, 16 h; in the data active = inhibition above about 35%
Gli-Sufu block – Gli-Sufu pathway antagonism. Sufu-KO-LIGHT fibroblasts, Gli luciferase reporter luminescence. inhibition, % at 5 µM. 340,000 compounds, 0.74% hits. AID 588413;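 active = inhibition above about 55%, limit read from the data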;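 note: 0% = DMSO-treated cells and 100% = wells with medium but no cells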
An asterisk follows results filed as active; ? = inconclusive. Cut-off read from the data, not from the text of the source, unless noted: active = inhibition above about 50%; inactive = the rest.

SMILES	SENP8 inh	Jurkat NFkB inh	Apaf-1 inh	EBI2 antag	UBC13 polyUb	CCR6 antag	697 NFkB inh	Gli-Sufu block
Cc1ccc(C(=O)OC(C)C(=O)NC2CCCCC2)cc1S(=O)(=O)N1CCCCC1 (centres undefined)	2	-11	10	-1	0	14	-8	-13
CC(=O)c1sc(NC(=O)c2ccc(C)c(C)c2)nc1C	-11	-118	-12	-6	1	14	-138	-82
CC(=O)NS(=O)(=O)c1ccc(NC(=O)CN2C(=O)C3C4C=CC(C4)C3C2=O)cc1 (centres undefined)	-1	6	-4	1	-6	7	11	33
CC1CCCCN1C(=O)Nc1ccccc1Cl (centres undefined)	-6	11	-6	-15	-18	13	-26	-6
Cc1ccc(-c2noc(COc3ccc4c(c3)OCO4)n2)cc1	2	-1	-1	2	2	6	14	3
Cc1ccc(-n2nc(C)c(C3(O)C(=O)N(C(C)C)c4ccccc43)c2N)cc1 (centres undefined)	3	3	-8	-8	9	1	10	-3
Cc1cccc(OCC(=O)OCC(=O)NCC2CCCO2)c1C (centres undefined)	-4	10	4	-8	5	-7	-5	-3
COC(=O)c1ccc(Oc2nc(C(N)=O)cc(-c3ccccc3)n2)cc1	-4	2	12	-12	-1	22	11	1
COc1ccc(S(=O)(=O)Nc2ccc3c(c2)C(=O)N([C@H](C)CO)C[C@H](C)[C@@H](CN(C)S(=O)(=O)c2ccccc2)O3)cc1	9	9	12	5	7	9	8	15
O=C(NC1CC1)C1CCCN(C(=O)Nc2ccc(F)cc2)C1 (centres undefined)	2	5	-9	-3	1	4	-4	-4
N#CC(C#N)=C(Nc1ccc(F)cc1)SCc1cccc(F)c1	1	6	6	-5	-18	4	14	32
Cc1cc(-c2ccccc2)nc(N/N=C/c2ccc(N(C)C)cc2)n1	1	-2	-2	8	-7	12	-4	3
NC(=O)c1ccsc1NC(=O)c1ccc(S(=O)(=O)N2CCCc3ccccc32)cc1	3	0	1	2	7	9	-63	7
CC(C)c1ccc(NC(=S)Nc2cccc3ccccc23)cc1	33	-55	84*	44*	?	16	-127	11
CCOc1cccc(OCCNC2CCCC2)c1	-3	-2	-5	1	10	7	14	14
Cc1c(CC(=O)NCC(=O)NCC(=O)O)c(=O)oc2cc3c(cc12)CCC(C)(C)O3	-2	-14	-1	-7	5	10	-6	-16
CCOc1ccc(N2C(=O)CC(SCC(=O)O)C2=O)cc1 (centres undefined)	-1	12	-6	-12	7	-1	14	-7
C[N+]1(C)CC2([N+](=O)[O-])CC=C(Oc3ccccc3)C([N+](=O)[O-])(C2)C1 (centres undefined)	-2	-22	-4	-5	0	-8	-11	-3
CCC(=O)Nc1ccc(NC(=O)c2ccccn2)cn1	-14	-89	6	-3	-13	13	-102	-39
O=S(=O)(NCC1CCN(c2ccc(S(=O)(=O)N3CCOCC3)cc2)CC1)c1ccccc1	4	-2	9	0	11	-7	4	18
c1ccc(-c2noc(-c3ccc4ccccc4c3)n2)cc1	90*	-100	-10	25	0	9	-354	17
CCOc1cccc(/C=N/NC(=S)Nc2cc(S(=O)(=O)N3CCOCC3)ccc2N2CCOCC2)c1O	-6	14	12	3	-13	22	-67	9
O=C(COC(=O)c1ccc(O)cc1)Nc1ccc(N2CCCCC2)cc1	-3	-25	17	-2	8	3	-9	-8
CCN=C(N/N=C/c1ccc([N+](=O)[O-])cc1)SC	-4	-3	14	2	-14	-1	-21	-6
Cc1sc2ncnc(N3CCN(c4ncccn4)CC3)c2c1C	3	20	5	-4	6	3	3	6
Cc1cc2cc(C#N)c(NCCNC(=S)NCCCN3CCOCC3)nc2cc1C	-13	-25	-8	-1	0	7	-25	5
COc1ccc(Cl)cc1NC(=O)COC(=O)CCNS(=O)(=O)c1cccs1	5	1	-1	-1	8	-1	12	0
NS(=O)(=O)c1cccc(NC(=O)COC(=O)COc2ccc3ccccc3c2)c1	-9	-9	5	5	0	-6	-13	-1
Cc1[nH]c2ccccc2c1/C=N/Nc1nc2ccccc2[nH]1	-13	-45	40	24	-4	-6	-32	-16
N#Cc1nc(COc2ccccc2Cl)oc1NCc1ccc(F)cc1	4	-30	14	38	5	11	-6	4
CCCCCOC(=O)CSc1nc2c(c(=O)[nH]c(=O)n2C)n1Cc1ccc(Cl)cc1	-8	9	22	5	-16	17	-23	3
CCN=C1SC(CC(=O)Nc2sc3c(c2C#N)CCCC3)C(=O)N1CC (centres undefined)	4	13	-2	3	10	-1	20	3
CC(Nc1cc(N2CCN(S(=O)(=O)N(C)C)CC2)ccc1[N+](=O)[O-])c1ccccc1 (centres undefined)	1	19	20	19	7	13	7	-11
CC1CC(C)CN(S(=O)(=O)c2ccc3c(c2)CC(C)N3C(=O)C2CC2)C1 (centres undefined)	-4	12	17	1	-2	5	-29	1
O=[N+]([O-])c1cc([N+](=O)[O-])c(N2CCOCC2)cc1NCc1ccccc1	0	-15	21	33	-5	18	-17	8
Cc1sc(NC(=O)CSc2nnc(-c3ccc(F)cc3)o2)c(C#N)c1C	-7	7	5	-11	1	11	-11	4
O=C(Nc1ccccc1C(=O)Nc1ccccc1C(=O)O)c1ccccc1	3	-29	18	27	-15	3	-51	3
COc1ccc(-c2cnnn2-c2ccc(NC(=O)c3ccco3)cc2)cc1OC	-13	7	-7	-2	-4	-17	17	2
O=C(Cn1cnc2c(nnn2-c2cccc(Cl)c2)c1=O)N1CCOCC1	-1	2	-2	-1	4	11	-7	-4
CC1(C)C(=O)Nc2ccccc2N1C(=O)CSc1ncccn1	5	7	3	-17	10	11	9	1
Cc1cccc(N(CC(=O)N/N=C/c2ccc(C(=O)O)cc2)S(=O)(=O)c2ccccc2)c1C	-3	-8	-11	1	-10	20	4	1
Cc1n[nH]c(=O)nc1NC1CCCCC1	1	3	0	7	9	-13	18	0
COc1ccc([N+](=O)[O-])cc1NS(=O)(=O)c1cccc(C(=O)OC2CCOC2=O)c1 (centres undefined)	2	0	-14	-7	-7	25	1	3
CC/C(=N\Nc1ccnc2cc(Cl)ccc12)c1ccc(O)cc1	6	-3	2	31	10	1	5	34
CC(=O)c1cccc(NC(=O)CCC2CCCC2)c1	-7	-42	11	-1	-8	4	-18	-4
COc1ccc(C(=O)ON=C2C=C(C)C(=O)C(C)=C2)cc1	-21	5	-3	9	-15	2	9	0
O=C(Nc1nnc(C2=COCCO2)o1)c1ccc(S(=O)(=O)N2CCCC2)cc1	-7	-9	-4	-12	-22	0	-19	-13
CCC/C(=N\NC(=O)c1csc(C)c1C)c1cccs1	-15	-60	21	7	-5	23	-114	-70
CCCCC(=O)Nc1nnc(C2=COCCO2)o1	3	-10	-6	-10	1	11	0	4
CC(=C/c1ccccc1)/C=N/N1CCN(Cc2ccc(C)cc2)CC1	-1	-3	-2	-8	2	6	4	-1
Cn1ccnc1Sc1ccccc1[N+](=O)[O-]	2	11	-6	0	1	-5	4	-4
COc1ccc([N+](=O)[O-])cc1NC(=O)c1ccc(Br)s1	-1	-1	-10	6	-8	25	30	7
COc1cc(OC)cc(C(=O)NCC(=O)N2CCCCC2)c1	-1	8	-2	-1	2	-4	7	4
CCC(C(=O)NN1C(=O)c2ccccc2C1=O)c1ccccc1 (centres undefined)	-5	-1	-26	1	18	-2	2	-14
CC(=O)Oc1c(Cl)c(N2CCOCC2)c(OC(C)=O)c2ccccc12	11	-84	12	-2	9	-11	-72	-58
C[C@H](CO)N1C[C@H](C)[C@@H](CN(C)Cc2ccccc2)Oc2ccc(NC(=O)CCCCCC(=O)Nc3ccccc3N)cc2C1=O	-9	-7	19	1	9	3	-59	10
O=c1[nH]c2ccccc2nc1/C=C/c1ccc(Cl)cc1	-1	-97	5	0	1	5	-135	-86
COc1ccc2nc(NC(=O)CSc3n[nH]c(N)n3)sc2c1	-12	-14	12	-12	-4	-4	-83	-8
O=C(Cc1c(F)c(F)c(F)c(F)c1F)Nc1nc(-c2ccccc2)cs1	1	-4	21	15	-1	-12	-16	8
NS(=O)(=O)c1ccc(C(=O)Nc2ccc(-c3nc4cccnc4s3)cc2)cc1	2	-97	0	0	9	6	-118	-74
O=C(CC1SC(N2CCOCC2)=NC1=O)Nc1cc([N+](=O)[O-])ccc1Cl (centres undefined)	-5	11	-5	-9	-3	-2	18	4
CCn1nc(NS(=O)(=O)c2ccc(F)cc2)c2cc3cccc(C)c3nc21	2	12	9	1	-16	21	4	-6
CCN(CC)C(=O)CSc1nc2[nH]ncc2c(=O)[nH]1	-6	7	-15	2	2	4	4	-4

3 structures from above, ordered by molar mass, ascending.
SMILES	SENP8 inh	Jurkat NFkB inh	Apaf-1 inh	EBI2 antag	UBC13 polyUb	CCR6 antag	697 NFkB inh	Gli-Sufu block
Cc1n[nH]c(=O)nc1NC1CCCCC1	1	3	0	7	9	-13	18	0
CCCCC(=O)Nc1nnc(C2=COCCO2)o1	3	-10	-6	-10	1	11	0	4
CC(=C/c1ccccc1)/C=N/N1CCN(Cc2ccc(C)cc2)CC1	-1	-3	-2	-8	2	6	4	-1

Some of these compounds in order of SMILES length, low to high:
SMILES	SENP8 inh	Jurkat NFkB inh	Apaf-1 inh	EBI2 antag	UBC13 polyUb	CCR6 antag	697 NFkB inh	Gli-Sufu block
CCOc1cccc(OCCNC2CCCC2)c1	-3	-2	-5	1	10	7	14	14
Cc1n[nH]c(=O)nc1NC1CCCCC1	1	3	0	7	9	-13	18	0
CCCCC(=O)Nc1nnc(C2=COCCO2)o1	3	-10	-6	-10	1	11	0	4
Cn1ccnc1Sc1ccccc1[N+](=O)[O-]	2	11	-6	0	1	-5	4	-4
CC(=O)c1cccc(NC(=O)CCC2CCCC2)c1	-7	-42	11	-1	-8	4	-18	-4
Cc1sc2ncnc(N3CCN(c4ncccn4)CC3)c2c1C	3	20	5	-4	6	3	3	6
CCOc1ccc(N2C(=O)CC(SCC(=O)O)C2=O)cc1 (centres undefined)	-1	12	-6	-12	7	-1	14	-7
CCN(CC)C(=O)CSc1nc2[nH]ncc2c(=O)[nH]1	-6	7	-15	2	2	4	4	-4
O=C(NC1CC1)C1CCCN(C(=O)Nc2ccc(F)cc2)C1 (centres undefined)	2	5	-9	-3	1	4	-4	-4
CC/C(=N\Nc1ccnc2cc(Cl)ccc12)c1ccc(O)cc1	6	-3	2	31	10	1	5	34
COc1ccc(C(=O)ON=C2C=C(C)C(=O)C(C)=C2)cc1	-21	5	-3	9	-15	2	9	0
Cc1cc(-c2ccccc2)nc(N/N=C/c2ccc(N(C)C)cc2)n1	1	-2	-2	8	-7	12	-4	3
Cc1cc2cc(C#N)c(NCCNC(=S)NCCCN3CCOCC3)nc2cc1C	-13	-25	-8	-1	0	7	-25	5
O=C(Cc1c(F)c(F)c(F)c(F)c1F)Nc1nc(-c2ccccc2)cs1	1	-4	21	15	-1	-12	-16	8
O=C(Nc1nnc(C2=COCCO2)o1)c1ccc(S(=O)(=O)N2CCCC2)cc1	-7	-9	-4	-12	-22	0	-19	-13
O=C(CC1SC(N2CCOCC2)=NC1=O)Nc1cc([N+](=O)[O-])ccc1Cl (centres undefined)	-5	11	-5	-9	-3	-2	18	4
Cc1c(CC(=O)NCC(=O)NCC(=O)O)c(=O)oc2cc3c(cc12)CCC(C)(C)O3	-2	-14	-1	-7	5	10	-6	-16
CC(=O)NS(=O)(=O)c1ccc(NC(=O)CN2C(=O)C3C4C=CC(C4)C3C2=O)cc1 (centres undefined)	-1	6	-4	1	-6	7	11	33
COc1ccc([N+](=O)[O-])cc1NS(=O)(=O)c1cccc(C(=O)OC2CCOC2=O)c1 (centres undefined)	2	0	-14	-7	-7	25	1	3
C[N+]1(C)CC2([N+](=O)[O-])CC=C(Oc3ccccc3)C([N+](=O)[O-])(C2)C1 (centres undefined)	-2	-22	-4	-5	0	-8	-11	-3

This is a subset. The share of hits here may be higher or lower than overall.
